DAX1 inh-1: DAX1 (NR0B1) inhibitors on StAR promoter, primary screen, cell-based, luminescence, SF-1 (NR5A1), full-length DAX-1 | HEK293T StAR-luciferase reporter, SF-1/DAX-1 repression relief | inhibition, % at 6.8 µM | 370,000 compounds, 1.1% hits | AID 652010, 2013;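 active = inhibition above the mean over all tested compounds plus 3 SD, cut at about 3.6% in these data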;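 note: 0% = DAX-1 cells with DMSO and 100% = cells lacking DAX-1 with DMSO; higher inhibition means more luminescence from relief of DAX-1 repression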
HGIII-sPLA2 inh: human group III sPLA2 inhibitors, primary screen, biochemical, QFRET, BODIPY PC-A2 liposome substrate. QFRET BODIPY PC-A2 liposome hydrolysis, fluorescence. Group 3 secretory phospholipase A2 (Homo sapiens), Q9NZ20. inhibition, % at 12.2 µM. AID 743126, 2013. 370,000 compounds, 0.56% hits;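 active = inhibition above mean plus 3 SD of compounds lying within the high and low control bounds, cut at about 19% in these data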;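 note: 0% = median of test compound wells and 100% = no enzyme DMSO wells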
Rev-erbA mod: modulators of Rev-erb alpha DNA binding, primary screen, biochemical, FITC-DNA, fluorescence polarization, uHTS; AID 1259318, 2017; Rev-erbα–FITC-DNA binding, 90 min; 370,000 compounds, 0.79% hits; activity, % at 10 µM;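 active = activity above about 14%, limit read from the data; passing the limit was not always enough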;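 note: 0% = DMSO wells with 35 nM protein and 100% = DMSO wells with 750 nM protein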
SMARCA2 act: SMARCA2 (BRM) function activators, primary screen, cell-based, luminescence, high throughput. AID 652017, 2013. MG213 cells, MMTV-luciferase reporter, dexamethasone, overnight. activation, % at 9.1 µM. 370,000 compounds, 1% hits; in the data active = activation above about 7.8%;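 note: 0% = vehicle wells and 100% = reference activator wells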
hcDAF12 agonist: H. contortus DAF-12 nuclear receptor activators, primary screen, cell-based, luminescence, HEK293, lit1-tk-luc reporter; HEK293 hcDAF-12 lit1-tk-luc reporter; 0% DMSO, 100% Δ7-dafachronic acid; activation, % at 6.8 µM; 370,000 compounds, 1.4% hits; AID 652067, 2013;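 active = activation above the mean of all tested compounds plus 3 SD, cut at about 5.5% in these data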;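 note: 100% = response to 3 µM Δ7-dafachronic acid high control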
PG9 Ab binder: binders of HIV-1 gp120 antibody PG9, primary screen, biochemical, TR-FRET; HIV-1 gp120 / PG9 antibody interaction; TR-FRET gp120-PG9 antibody binding; inhibition, % at 6.7 µM; 360,000 compounds, 0.43% hits; in the data active = inhibition above about 8.5%
DAX1 inh-2: DAX1 (NR0B1) inhibitors, primary screen, cell-based, HEK293, Gal4-DAX1, luciferase luminescence | HEK293 Gal4-DAX1 luciferase reporter | inhibition, % at 6.75 µM | 340,000 compounds, 0.99% hits | AID 504766, 2011;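 active = inhibition above the mean over all tested compounds plus 3 SD, cut at about 4.2% in these data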;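 note: 0% = DAX1-transfected cells with DMSO and 100% = empty-vector control cells with DMSO; inhibition shows as a rise in luminescence from relieved DAX1 repression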
PLC-beta3 inh: human PLC-beta3 inhibitors, primary screen, biochemical, fluorescence | Purified PLC-beta3, fluorogenic substrate | 370,000 compounds, 0.18% hits | inhibition, % at 12.2 µM | AID 720704, 2013; in the data active = inhibition above about 11%;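 note: 0% = median of compound wells on plate and 100% = full blocker control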
Target sequence (Q01970 whole entry, looked up): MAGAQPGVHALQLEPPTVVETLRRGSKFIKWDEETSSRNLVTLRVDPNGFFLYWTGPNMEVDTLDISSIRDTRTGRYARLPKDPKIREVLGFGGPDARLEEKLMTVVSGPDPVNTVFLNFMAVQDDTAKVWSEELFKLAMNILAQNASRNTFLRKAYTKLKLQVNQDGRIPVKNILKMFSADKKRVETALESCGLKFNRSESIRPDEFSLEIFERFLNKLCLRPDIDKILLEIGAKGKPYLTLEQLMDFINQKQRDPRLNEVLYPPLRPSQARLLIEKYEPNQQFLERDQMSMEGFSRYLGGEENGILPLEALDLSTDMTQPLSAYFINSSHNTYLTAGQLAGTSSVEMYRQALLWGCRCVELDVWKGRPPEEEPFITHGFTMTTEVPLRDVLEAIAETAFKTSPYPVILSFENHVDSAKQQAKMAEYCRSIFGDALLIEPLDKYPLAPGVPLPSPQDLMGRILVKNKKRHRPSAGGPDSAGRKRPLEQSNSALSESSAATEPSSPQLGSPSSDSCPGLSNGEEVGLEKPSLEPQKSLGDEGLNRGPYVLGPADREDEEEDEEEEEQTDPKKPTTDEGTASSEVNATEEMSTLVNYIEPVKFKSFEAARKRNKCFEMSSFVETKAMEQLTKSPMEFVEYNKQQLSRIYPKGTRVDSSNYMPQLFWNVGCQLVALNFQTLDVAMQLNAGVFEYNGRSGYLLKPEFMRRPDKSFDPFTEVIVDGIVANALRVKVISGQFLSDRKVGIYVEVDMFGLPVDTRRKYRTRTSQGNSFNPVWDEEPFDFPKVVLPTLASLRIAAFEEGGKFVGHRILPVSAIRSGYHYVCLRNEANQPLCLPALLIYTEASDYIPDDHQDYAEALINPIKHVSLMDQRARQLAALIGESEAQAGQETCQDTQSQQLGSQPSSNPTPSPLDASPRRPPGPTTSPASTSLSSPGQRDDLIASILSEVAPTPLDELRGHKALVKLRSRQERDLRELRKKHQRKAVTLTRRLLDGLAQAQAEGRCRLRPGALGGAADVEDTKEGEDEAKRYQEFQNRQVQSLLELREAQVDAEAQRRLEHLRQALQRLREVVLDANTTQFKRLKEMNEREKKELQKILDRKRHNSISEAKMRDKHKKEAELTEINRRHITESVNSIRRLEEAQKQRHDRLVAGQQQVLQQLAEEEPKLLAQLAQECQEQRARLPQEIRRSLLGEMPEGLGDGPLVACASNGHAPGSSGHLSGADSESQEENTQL
ssDAF12 agonist: S. stercoralis DAF-12 nuclear receptor activators, primary screen, cell-based, luminescence, HEK293, GRIP1 co-expression, lit1-tk-luc. 370,000 compounds, 1% hits. activation, % at 6.8 µM. AID 652126, 2013. HEK293 ssDAF-12/GRIP1 lit1-tk-luc reporter; % of 3 µM dafachronic acid response;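 active = activation above the mean over all tested compounds plus 3 SD, cut at about 0.9% in these data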;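 note: 0% = DMSO-only wells and 100% = 3 µM delta7-dafachronic acid wells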
GAA850 FXN act: FXN promoter activators, primary screen, cell-based, luciferase luminescence, HEK293 lucGAA850; HEK293 lucGAA850 FXN promoter luciferase reporter, 24 h; percent of 10 µM SAHA response; activation, % at 6 µM; 360,000 compounds, 0.56% hits; AID 540364, 2011;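 active = activation above the average of all compounds screened plus 3 SD, cutoff fixed separately per campaign, cut at about 7.5% in these data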;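 note: 0% = DMSO wells and 100% = 10 µM SAHA wells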
hgDAF12 agonist: H. glycines DAF-12 receptor agonists, primary screen, cell-based, luminescence, HEK293, GAL4 fusion, UAS-luciferase; HEK293 GAL4-hgDAF12 UAS-luciferase reporter, agonist luminescence; normalized to butyrate control; AID 687014, 2013; activation, % at 6.8 µM; 370,000 compounds, 1.8% hits;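 active = activation above a cutoff set at the mean of all screened compounds plus 3 SD, cut at about 10% in these data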;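 note: 0% = DMSO wells and 100% = sodium butyrate wells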
Active calls of the source: *; i = inactive; / = no result given.

SMILES | DAX1 inh-1 | HGIII-sPLA2 inh | Rev-erbA mod | SMARCA2 act | hcDAF12 agonist | PG9 Ab binder | DAX1 inh-2 | PLC-beta3 inh | ssDAF12 agonist | GAA850 FXN act | hgDAF12 agonist
CS(=O)(=O)c1ccc(Cl)c(NC(=O)Nc2ccccc2)c1 | -1.2 | -5 | 1 | -2 | -1.3 | -1.2 | 0.1 | -6 | -1.0 | 0.7 | 2.9
CCCCCCCCN1C(=O)[C@@H](CC(=O)NCC2CCCCC2)C[C@@]2(C(=O)OC)C1=C[C@H](C(C)(C)C)O[C@@H]2C | 0.1 | 5 | 0 | 1 | 1.0 | -0.1 | / | 5 | -0.9 | / | -1.3
CCOC(=O)C1CCN(C(=O)c2ccc(Br)o2)CC1 | 0.3 | -2 | 5 | -4 | -0.7 | 0.7 | -1.0 | 5 | -1.2 | -2.3 | 0.1
O=C(c1ccco1)N1N=C(C2CCCCC2)CC1(O)C(F)(F)F (configuration not stated) | -0.9 | -10 | -7 | 1 | -2.3 | -1.1 | 0.4 | -2 | -1.3 | 2.6 | -0.8
Cc1ccc(CNC(=O)CCS(=O)(=O)c2ccc3c(c2)CC(C)N3C(=O)C2CC2)o1 (configuration not stated) | -0.1 | 3 | -4 | -4 | -1.9 | -1.8 | 0.4 | -12 | -1.7 | 0.5 | -0.7
CCOC(=O)c1cnc(Nc2ccccc2)nc1C(F)(F)F | -0.3 | 11 | 9 | 6 | 1.2 | -1.4 | 2.8 | -12 | -0.5 | 6.6 | 1.1
CC(=O)c1cc(C(=O)c2ccccc2)sc1Nc1ccccc1 | -0.4 | 10 | -3 | -4 | 3.0 | -0.7 | -1.7 | -116 | -1.6 | 2.7 | 3.9
O=C(CN1C(=O)S/C(=C\c2ccccn2)C1=O)Nc1ccc(F)cc1 | 0.2 | 3 | 1 | -4 | -1.6 | 0.8 | 1.5 | -6 | -0.6 | -0.9 | -1.4
CCCNC(=O)C[C@H]1CC[C@H]2[C@@H](COc3ccc(NC(=O)Nc4ccccc4)cc3C(=O)N2C)O1 | 0.6 | -7 | 3 | -1 | 0.7 | / | / | 4 | -1.1 | / | 1.2
O=C1C(=O)N(C2CCS(=O)(=O)C2)C(c2cccc(O)c2)/C1=C(/O)c1ccc(Cl)cc1 (configuration not stated) | 0.1 | -7 | -2 | 0 | 0.8 | 5.2 | 0.6 | -7 | -0.1 | 0.2 | -0.9
COc1cccc(NC(=O)CSc2nnc(COc3ccc4c(c3)CCCC4)o2)c1 | 0.1 | 0 | 2 | -2 | -1.6 | 0.2 | -1.4 | 0 | -0.9 | -1.1 | -0.4
CCc1ccc(CC)c(S(=O)(=O)Nc2ccc(C(=O)O)c(O)c2)c1 | 0.4 | -11 | -4 | 1 | 0.4 | 0.7 | 0.7 | -7 | -0.3 | 0.4 | 1.5
CC(C)c1ccc(C(=O)N2CCCN(C(=O)c3ccc(C(C)C)cc3)CC2)cc1 | -0.3 | -16 | 3 | -4 | 3.9 | -1.9 | 0.2 | 10 | -1.1 | 1.4 | 0.4
COCCN(CC(=O)Nc1cccc(C)c1C)C(=O)c1ccc2ccccc2n1 | 1.7 | -1 | 6 | 9.0* | 3.5 | -0.9 | 0.1 | -7 | 0.2 | 3.6 | 5.7
N=c1oc2ccc3ccccc3c2cc1C(N)=S | 2.4 | 11 | -1 | -2 | 2.0 | -3.2 | 1.9 | i | -2.0 | 0.3 | -2.7
COc1ccc(C(C(=O)NC2CCCCC2)N(C(=O)c2ccco2)c2ccccc2OC)cc1 (configuration not stated) | 0.0 | -10 | -4 | -1 | -2.5 | -2.2 | 2.4 | -1 | -1.2 | 3.4 | 1.3
CCn1c(SCC(=O)Nc2ccc3c(c2)OCO3)nnc1C1CC1 | -0.3 | -1 | -1 | -2 | 0.2 | 1.1 | 4.9* | -5 | -0.5 | 0.3 | 1.6
Cc1nc2ccccc2nc1OCC(=O)NCc1ccc2c(c1)OCO2 | -1.2 | -4 | 5 | -1 | -1.8 | -2.5 | -0.3 | -1 | -1.5 | 2.9 | -1.2
O=C(CC1C(=O)NCCN1Cc1cccc(F)c1)NC1CCCCC1 (configuration not stated) | -0.4 | -1 | -4 | -2 | -0.2 | -2.1 | 0.2 | -15 | -0.3 | -0.6 | 1.8
COc1ccccc1Cn1c(=S)[nH]c2ccc(F)cc2c1=O | -0.3 | 2 | 7 | -3 | 1.2 | 32* | 0.4 | -11 | -1.5 | 1.9 | 0.8

Some of the entries so far, with tabs:
Molecule	DAX1 inh-1	HGIII-sPLA2 inh	Rev-erbA mod	SMARCA2 act	hcDAF12 agonist	PG9 Ab binder	DAX1 inh-2	PLC-beta3 inh	ssDAF12 agonist	GAA850 FXN act	hgDAF12 agonist
Cc1nc2ccccc2nc1OCC(=O)NCc1ccc2c(c1)OCO2	-1.2	-4	5	-1	-1.8	-2.5	-0.3	-1	-1.5	2.9	-1.2
O=C(c1ccco1)N1N=C(C2CCCCC2)CC1(O)C(F)(F)F (configuration not stated)	-0.9	-10	-7	1	-2.3	-1.1	0.4	-2	-1.3	2.6	-0.8

Some of these compounds in order of length of the SMILES, smallest number first.
SMILES | DAX1 inh-1 | HGIII-sPLA2 inh | Rev-erbA mod | SMARCA2 act | hcDAF12 agonist | PG9 Ab binder | DAX1 inh-2 | PLC-beta3 inh | ssDAF12 agonist | GAA850 FXN act | hgDAF12 agonist
N=c1oc2ccc3ccccc3c2cc1C(N)=S | 2.4 | 11 | -1 | -2 | 2.0 | -3.2 | 1.9 | i | -2.0 | 0.3 | -2.7
O=C(CN1C(=O)S/C(=C\c2ccccn2)C1=O)Nc1ccc(F)cc1 | 0.2 | 3 | 1 | -4 | -1.6 | 0.8 | 1.5 | -6 | -0.6 | -0.9 | -1.4
COc1cccc(NC(=O)CSc2nnc(COc3ccc4c(c3)CCCC4)o2)c1 | 0.1 | 0 | 2 | -2 | -1.6 | 0.2 | -1.4 | 0 | -0.9 | -1.1 | -0.4

Carrying on:
SMILES | DAX1 inh-1 | HGIII-sPLA2 inh | Rev-erbA mod | SMARCA2 act | hcDAF12 agonist | PG9 Ab binder | DAX1 inh-2 | PLC-beta3 inh | ssDAF12 agonist | GAA850 FXN act | hgDAF12 agonist
Cc1ncoc1C(=O)N1CCCC(C(=O)c2ccc3c4c(cccc24)CC3)C1 (configuration not stated) | -0.4 | -14 | -5 | -4 | -2.5 | -1.0 | -0.1 | -128 | -1.8 | 0.6 | -3.0
O=C(N/N=C/c1ccccc1Br)c1cccc(S(=O)(=O)N2CCOCC2)c1 | 0.2 | 0 | 0 | 2 | -0.5 | -1.2 | 0.4 | -3 | -1.1 | 0.6 | 4.9
CCC(CC)C(=O)Nc1cccc(/C(C)=N/NC(=O)c2c(Br)cnn2C)c1 | -0.4 | 2 | -4 | -1 | -0.5 | 0.8 | 1.1 | -3 | -1.4 | -2.4 | -0.3
CCOC(=O)[C@H]1[C@H]2COc3ccccc3[C@@H]2N2C(=O)c3c(C)cc(C)cc3NC(=O)[C@@]12C | -0.3 | 3 | -3 | -2 | -1.6 | 0.5 | 0.2 | 1 | -0.8 | 11* | 1.1
COc1cccc(C(=O)NCC2CCCN(C3CCCCC3)C2)c1OC (configuration not stated) | 0.1 | 2 | -4 | -2 | 0.1 | -0.3 | 1.3 | -10 | -1.1 | 0.3 | 2.5
CC(C)c1ccc2oc(-c3cc(N)ccc3O)nc2c1 | -1.1 | 3 | -1 | -4 | -0.3 | -0.2 | -1.2 | -157 | -1.9 | -5.1 | -8.2
CC(=O)N/N=c1\sc2ccccc2n1C | -0.5 | -3 | 7 | 7 | -0.3 | -1.6 | 0.0 | 0 | -0.7 | 0.5 | 3.4
C[C@H](CO)N1C[C@H](C)[C@@H](CN(C)C(=O)Nc2ccccc2)Oc2ccc(NC(=O)Nc3ccc4c(c3)OCO4)cc2C1=O | 0.6 | -12 | -1 | 1 | -0.1 | -0.3 | 0.3 | -2 | -1.4 | -0.7 | 2.8
O=C(Nc1nccs1)c1ccc(CSc2ccccc2)o1 | 6.2* | -9 | 0 | 2 | 1.6 | -2.6 | 0.3 | -15 | 0.4 | 7.2 | 9.5
COc1ccc(C(=O)N[C@H](C(=O)N2CCN(c3ccccc3F)CC2)C(C)C)cc1 | 0.2 | 4 | 3 | -1 | 0.5 | -0.6 | 0.2 | -6 | -1.9 | 0.8 | 3.9
O=C(NNC(=S)Nc1cccc(Cl)c1)c1ccccc1OC(F)F | -0.4 | 25* | 4 | -1 | 0.2 | 0.3 | -0.2 | -7 | 0.2 | 1.9 | 2.5
Cn1cc(CN2CCCC(CO)(Cc3ccccc3)C2)cn1 (configuration not stated) | 0.2 | -2 | -2 | 2 | -0.3 | -1.5 | -0.7 | 7 | -1.5 | 0.9 | -1.7
COCCn1c(C)cc(C2=NNC(=Nc3ccccc3)SC2)c1C | -2.2 | -8 | -1 | -2 | -1.6 | 0.1 | 0.1 | -7 | -2.1 | -9.7 | -5.7
O=C(NNc1c(Cl)cccc1Cl)C1CCC1 | -0.2 | 0 | 0 | 1 | -0.5 | -0.5 | 0.1 | -6 | -0.4 | 0.4 | 1.6
O=C(CSc1nnc2ccccn12)Nc1ccccc1C(=O)NC1CC1 | 0.0 | 1 | -6 | 2 | -0.8 | -0.8 | 2.5 | -7 | -1.8 | -0.7 | -2.0
O=C(CN1C(=O)c2cccc3cccc1c23)NCc1ccncc1 | 0.0 | -2 | 4 | 1 | -1.9 | -1.6 | 1.8 | -342 | -1.1 | -0.6 | 1.2
CC(=O)Nc1cccc(NC(=O)CSc2ccc(-c3ccccn3)nn2)c1 | 0.1 | -1 | -3 | 1 | -1.4 | -1.0 | -1.2 | 2 | -1.6 | 1.8 | 1.4
C=CCn1c(CCC(=O)O)ccc1-c1ccccc1 | -0.5 | 0 | 6 | 1 | -0.6 | -0.8 | 0.1 | -34 | -1.2 | 1.2 | 1.0
O=S(=O)(/N=C(/Nc1ccc(F)c(F)c1F)c1ccccc1)c1ccccc1 | 0.4 | -4 | 7 | 0 | -1.1 | -2.9 | -1.0 | 2 | -0.9 | 1.8 | -1.8
CN(C)CCCNC(=O)/C(=C/c1ccc(-c2ccc([N+](=O)[O-])cc2)o1)NC(=O)c1ccccc1 | 0.1 | -2 | 0 | 3 | -0.9 | -11 | 1.5 | -173 | -0.6 | 0.8 | -0.5
CCn1c(=O)cc(OCC(=O)N2CCN(C(=O)c3ccco3)CC2)c2ccccc21 | -1.4 | 3 | 5 | -2 | 0.1 | 1.8 | 1.4 | 4 | 0.2 | 0.2 | -0.1
COc1ccc(/C(N)=N/OC(=O)c2cccs2)cc1OC | 8.3* | -2 | -5 | 6 | 0.4 | -2.9 | 3.0 | -1 | -1.1 | 5.2 | 7.9
